Assay outcomes as filed in PubChem BioAssay.
14-3-3g Raf – modulators of 14-3-3 gamma protein binding, primary screen, biochemical, fluorescence polarization. FP, 14-3-3gamma / TMR-pS259-Raf peptide binding. inhibition, % at 40 µM. 0.19% of 160,000 active. AID 422, 2006; in the data active = inhibition above about 30%;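 note: 0% = protein plus tracer without compound and 100% = blank with tracer alone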
Target sequence (P61981 whole entry, looked up): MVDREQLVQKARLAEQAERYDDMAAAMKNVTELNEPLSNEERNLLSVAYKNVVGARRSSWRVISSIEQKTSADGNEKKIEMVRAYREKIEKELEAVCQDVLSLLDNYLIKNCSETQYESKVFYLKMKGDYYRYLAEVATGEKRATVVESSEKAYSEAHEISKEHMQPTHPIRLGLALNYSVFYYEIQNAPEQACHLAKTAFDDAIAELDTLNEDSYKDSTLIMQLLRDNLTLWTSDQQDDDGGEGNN
* = called active by the depositor; & = joins results of further samples.

SMILES | 14-3-3g Raf
O=C(CCCn1c(=S)[nH]c2ccccc2c1=O)NCC1COc2ccccc2O1 (stereo unspecified) | -8
CCCCCCCCCCCCC/C=C/C(O)C(N)CO (stereo unspecified) | 6
Cc1nn(C(=O)c2ccco2)c(C)c1CN1C(=O)c2ccccc2C1=O | -1
Cc1ccc(C(=O)CCNc2ccc(F)c(Cl)c2)o1 | 3
CCc1ccc(C2NC(=O)NC(C)=C2C(=O)OC2CCCC2)cc1 (stereo unspecified) | 5
CS(=O)(=O)Nc1ccc(Cl)c2cccnc12 | 1
CC(C)N(C(=O)C1CC(=O)OC12CCCCC2)C(C)C (stereo unspecified) | -6
COc1ccc2cc(CCNC(=O)C(C)C)c(=O)[nH]c2c1 | -4
Cc1ccc(C)c(OCCCC(=O)O)c1 | 6
CCOC(=O)Cn1nc(C(F)(F)F)c(Br)c1C1CC1 | 5
COc1ccc(C(=O)Nc2ccc(O)c(-c3nc4ccccc4s3)c2)cc1Br | -10
Cc1cc(C)c(OCC(=O)N2N=C3CCCCC3C2(O)C(F)(F)F)c(C)c1 (stereo unspecified) | 1

Pulled by compound from the list above:
SMILES | 14-3-3g Raf
COc1ccc(C(=O)Nc2ccc(O)c(-c3nc4ccccc4s3)c2)cc1Br | -10
CCCCCCCCCCCCC/C=C/C(O)C(N)CO (stereo unspecified) | 6
COc1ccc2cc(CCNC(=O)C(C)C)c(=O)[nH]c2c1 | -4
CC(C)N(C(=O)C1CC(=O)OC12CCCCC2)C(C)C (stereo unspecified) | -6
CCOC(=O)Cn1nc(C(F)(F)F)c(Br)c1C1CC1 | 5
Cc1ccc(C)c(OCCCC(=O)O)c1 | 6

The listing continues.
SMILES | 14-3-3g Raf
O=C(O)CSc1nnc(Cc2ccccc2)n1-c1ccccc1 | 11
Cc1ccc(OCc2nc(-c3ccc([N+](=O)[O-])cc3)no2)cc1C | -64
O=C(Nc1nc(-c2cccs2)cs1)c1ccc(S(=O)(=O)N2CCc3ccccc3C2)cc1 | -43
CCCOc1ccc2oc(=O)c3c(c2c1)CCCN3C(=O)CN1CCN(C(=O)c2ccco2)CC1 | -3
COCCn1c(SCC(=O)Nc2cccc(OC)c2)nnc1-c1ccccc1 | 16
Cc1sc2ncn(CC(=O)N3CCCCC3)c(=O)c2c1S(=O)(=O)N1CC(C)CC(C)C1 (stereo unspecified) | -1
CCOc1cc2[nH]c(=S)n(CCCN3CCN(C)CC3)c(=O)c2cc1OCC | -9
Cc1cc(C=Nc2ccc3oc(-c4cccnc4)nc3c2)c(O)c(Br)c1C | -28
Nc1nncn1C(=O)c1c(Cl)cccc1Cl | -1
COc1cccc(C(=O)Nc2ccc(NC(C)=O)cn2)c1 | 1
O=C(c1ccco1)N1CCN(c2ccc(Cl)c(Cl)c2)CC1 | 6
CCCOc1ccc(-c2nnn(CC(=O)c3ccc4c(c3)OCCO4)n2)cc1 | -5
c1ccc(-c2cn3c4ccccc4n(CCN4CCCCC4)c3n2)cc1 | 5
Cn1cc(C(=O)N2CCN(c3cccc(Cl)c3)CC2)c(=O)c2cc(S(=O)(=O)N3CCCC3)ccc21 | -8
COC(=O)c1ccc(NS(=O)(=O)c2cccc3c2C(=O)c2ccccc2C3=O)cc1 | 6
COc1ccc(OC)c(N)c1 | 25
O=C(O)c1cccc(NC(=O)c2c(C(=O)O)cccc2[N+](=O)[O-])c1 | 4
Cc1ccccc1NC(=O)CC(NCc1ccco1)C(=O)O (stereo unspecified) | 0
CN(C)C(=O)C12CCC(C)(c3nc4ccccc4nc31)C2(C)C (stereo unspecified) | -2
O=c1cc(-c2ccccc2)c2c([nH]1)CCCC2 | -4
COc1ccc(CCNC(=O)COc2nsnc2N2CCOCC2)cc1OC | -2
Cc1ccc(CCNC(=O)c2ccc(Cn3c(=O)[nH]c4ccccc4c3=O)cc2)cc1 | -4
Cc1cccc(N(CC(=O)NC2CC2)S(=O)(=O)c2ccccc2)c1C | 3
O=C(CN1C(=O)CSc2ccc(S(=O)(=O)N3CCOCC3)cc21)NCCN1CCN(c2ccccc2)CC1 | -13
COc1ccc([N+](=O)[O-])cc1Nc1c2c(nc3ccccc13)CCCC2 | -8
CN1C(=O)N(C(C)(C)C)C(O)C1O (stereo unspecified) | 1
CCOC(=O)c1cnc2ccc(C)cc2c1Nc1ccc(OCC)cc1 | -6
Cc1cc(-c2cc(N)n(-c3ccccc3)n2)c(C)n1C1CCCC1 | 1
COc1ccc(C(=O)Nc2cccc(NC(=O)c3cccc(Cl)c3)c2)cc1OC | -6
COC(=O)C(C)NC(=O)CC12CC3CC(CC(C3)C1)C2 (stereo unspecified) | -5
O=C(O)c1ccccc1S(=O)(=O)Cc1ccccc1 | -1
Cc1cccc(C)c1NC(=O)CSc1nnnn1C | -12
CCCCN(Cc1ccccc1)C(=O)CN1C(=O)C2C3C=CC(C3)C2C1=O (stereo unspecified) | -7
COc1ccc(OC)c(C2NC(=S)NC(C)=C2C(=O)OCCOc2ccccc2)c1 (stereo unspecified) | -7
Cc1oc(N=Cc2cccc(Cl)c2)c(C#N)c1C | -75
Cc1cc(N2CCCCC2)nc2ccc(NC(=O)CCC(=O)N3CCN(C(=O)c4ccco4)CC3)cc12 | 2

Filtered by structure: the compounds so far containing a furan ring, fused or not.
SMILES | 14-3-3g Raf
Cc1nn(C(=O)c2ccco2)c(C)c1CN1C(=O)c2ccccc2C1=O | -1
Cc1ccc(C(=O)CCNc2ccc(F)c(Cl)c2)o1 | 3
CCCOc1ccc2oc(=O)c3c(c2c1)CCCN3C(=O)CN1CCN(C(=O)c2ccco2)CC1 | -3
O=C(c1ccco1)N1CCN(c2ccc(Cl)c(Cl)c2)CC1 | 6
Cc1ccccc1NC(=O)CC(NCc1ccco1)C(=O)O (stereo unspecified) | 0
Cc1oc(N=Cc2cccc(Cl)c2)c(C#N)c1C | -75
Cc1cc(N2CCCCC2)nc2ccc(NC(=O)CCC(=O)N3CCN(C(=O)c4ccco4)CC3)cc12 | 2

(listing goes on)
SMILES | 14-3-3g Raf
CC1=NN(C(=O)c2cc(-c3ccc(C)s3)nc3ccccc23)C(O)(C(F)F)C1 (stereo unspecified) | -7
O=C(Nc1cc(Br)ccc1O)c1noc2c1CCCCC2 | -8
COc1cc(C(=O)OCC(=O)N2CCCC2)cc(OC)c1OC | -14
O=C(CN1CCN(Cc2cccc(Cl)c2)C1=O)N1CCc2ccccc2C1 | -4
CCOC(=O)C1CCCN(Cc2ccccc2F)C1 (stereo unspecified) | 0
CCCn1nnnc1SCC(=O)c1ccc2c(c1)OCCO2 | -13
COc1ccc2c(c1)CCc1c(C(=O)Nc3ccc(OC)c(OC)c3)noc1-2 | -8
CN(C)CCCN1C(=O)C(=O)/C(=C(/O)c2ccc3c(c2)OCCO3)C1c1ccccn1 (stereo unspecified) | -4
CC1(C)CC(=O)c2c(nc3ccccc3c2NCCO)C1 | 8
Cc1ccccc1-n1cc(-c2ccccc2)nc1SCC(=O)Nc1ccc(Cl)cc1 | -1
COC(=O)c1ccc(C(=O)Nc2ccc(S(=O)(=O)Nc3cc(OC)ncn3)cc2)cc1 | 0
COC(=O)c1c(NC(=O)COc2ccc(C(C)(C)c3ccccc3)cc2)sc2c1CCC2 | -19

Sorted by heavy-atom count (falling): 4 of the compounds above.
SMILES | 14-3-3g Raf
Cn1cc(C(=O)N2CCN(c3cccc(Cl)c3)CC2)c(=O)c2cc(S(=O)(=O)N3CCCC3)ccc21 | -8
Cc1cc(C)c(OCC(=O)N2N=C3CCCCC3C2(O)C(F)(F)F)c(C)c1 (stereo unspecified) | 1
Cc1ccc(OCc2nc(-c3ccc([N+](=O)[O-])cc3)no2)cc1C | -64
Cc1ccccc1NC(=O)CC(NCc1ccco1)C(=O)O (stereo unspecified) | 0

Going on with the list.
SMILES | 14-3-3g Raf
Cc1cc(C)c2c(c1)OC(O)(C(F)F)CC2=O (stereo unspecified) | 1
CCOc1ccc(Nc2cc(C)nc(N3CCOCC3)n2)cc1 | -6
CN=C1SC(CC(=O)NCCc2ccc(OC)c(OC)c2)C(=O)N1C (stereo unspecified) | 4
CC(C)(C)c1ccc(C(=O)C=[N+]=[N-])cc1 | -1
COC(=O)C(F)(Sc1c(C)n(C)n(-c2ccccc2)c1=O)C(F)(F)F (stereo unspecified) | 5
CCCCNC(=O)C1CCN(S(=O)(=O)CC)CC1 | 3
C1COCCOCCN(CCOCCOCCN2CCOCCOCCOCCOCC2)CCOCCO1 | 1
COc1ccc(-n2c(SCC(=O)Nc3nccs3)nc3ccsc3c2=O)cc1 | 0
O=C(NCCc1ccncc1)Nc1ccc(Cl)cc1 | 0
Cc1ccc(COc2ccc3c4c(c(=O)oc3c2C)CCC4)cc1 | -3
Cc1ccc(CNC(=O)c2oc(=O)c3ccccc3c2-c2ccccc2)cc1 | -3
CC(=O)Nc1ccc(S(=O)(=O)NCC2CCC(C(=O)NCCCN3CCCC3=O)CC2)cc1 (stereo unspecified) | -3
CCc1ccc(N2C(=O)C(Cl)=C(N3CCOCC3)C2=O)cc1 | 8
CCCOc1ccc(OCCSc2nc3ccccc3[nH]2)cc1 | -6
COc1cccc(CNC(=O)C2CCCN(S(=O)(=O)c3cccc4nonc34)C2)c1 (stereo unspecified) | -24
O=C(O)c1ccc2c(c1)NC(=O)C(N1CCCC1)S2 (stereo unspecified) | 0
CC(C)OC(=O)c1c(NC(=O)c2nn(C)cc2[N+](=O)[O-])sc2c1CCCC2 | -6
O=C1CCCC2=C1C(c1cccs1)C1=C(N2)c2ccccc2C1=O (stereo unspecified) | -46
Clc1ccccc1OCc1nc(-c2ccc(Br)cc2)no1 | 1
COc1cccc(-c2nc(-c3ccccc3)c(-c3cc([N+](=O)[O-])ccc3C)[nH]2)c1OC | -53
CCOc1cc2[nH]c(=S)n(CCN(CC)CC)c(=O)c2cc1OCC | -14
O=C(Nc1ccc(Br)cc1C(=O)c1ccccc1)c1ccc(S(=O)(=O)N2CCc3ccccc32)cc1 | -18
CCOC(=O)c1c(NC(=O)C(F)(F)F)sc2c1CCC2 | 16
CC(=O)Nc1ccc(NC(=O)C(C)Oc2ccccc2F)cc1 (stereo unspecified) | 3
CC1(C)CC(=O)N(CC(=O)NCCc2ccc(Cl)cc2)c2ccccc2S1 | -3
Cc1cc(C)nc(NS(=O)(=O)c2ccc(NC(=O)c3cccc4ccccc34)cc2)n1 | 1
Cc1nc2sc(C(c3cccs3)N3CCN(c4ccccc4)CC3)c(O)n2n1 (stereo unspecified) | 5
CCn1c(=O)c(C(=O)NCCN2CCCCC2)c(O)c2ccccc21 | -4
CC(C)C(CC(=O)O)NS(=O)(=O)c1ccc(F)cc1 (stereo unspecified) | 0
Cc1ccccc1CSc1nc2ccccc2c(=O)n1Cc1cccs1 | 4
O=C(COc1ccccc1Cl)NCc1ccncc1 | -3
Cc1ccc(-n2c(SCc3ccccc3)nc3c(c2=O)SCC3)cc1 | -7
CCn1c(SCC(=O)Nc2nccs2)nnc1-c1ccncc1 | 4
CCOc1ccc(NC(=O)NCCN2CCN(c3ccccc3F)CC2)cc1 | -4
COc1ccc(N2CCN(CC(=O)Nc3nc4c(s3)CC(C)CC4)CC2)cc1 (stereo unspecified) | -8
COCCOC(=O)C1=C(C)Nc2ncnn2C1c1ccccc1 (stereo unspecified) | -2
Cc1oc(-c2ccc(Cl)cc2)nc1CN1CCCC(C(=O)NCc2cccnc2)C1 (stereo unspecified) | 2
C=CCc1cccc(CNc2ccc(Br)cc2)c1O | -10
O=[N+]([O-])c1ccc(OCC(O)Cn2c(CO)nc3ccccc32)cc1 (stereo unspecified) | -12
O=C(Nc1ccc(Br)cc1)c1ccc(Br)c(S(=O)(=O)NCc2ccccc2)c1 | -10
CS(=O)(=O)NCCSCc1ccco1 | -4
O=C1OC(Nc2nc3ccccc3s2)c2ccccc21 (stereo unspecified) | 0
CCOc1cc(-c2nc(-c3ccccn3)no2)cc(OCC)c1OCC | -12
Cc1cccc(-n2nc3c(c2NC(=O)c2ccc(OC(C)C)cc2)CS(=O)C3)c1C (stereo unspecified) | 0
CC1CCN(Cc2ccc(-c3nn[nH]n3)cc2)CC1 | 0
O=C(Nc1ccc(N2CCOCC2)cc1)c1ccccc1Br | -24
COc1nc(NCCc2ccc(OC)c(OC)c2)nc(NC(C)(C)CO)n1 | -3
O=c1c2cc(N3CCCCC3)ccc2[nH]c(=S)n1Cc1ccccc1 | 1
Cn1c(NC(=O)c2ccc(Br)o2)cc(=O)n(C)c1=O | 2
CCCn1nnnc1NCc1ccc(OCc2ccccc2)cc1 | 1
Cc1cc2c(cc1Cl)N(C(=O)Nc1ccnc3ccccc13)CC2 | -1
CCCCOn1c(C)c(C(=O)OCC)c2c3nonc3ccc21 | -5
FC(F)(F)c1cccc(-c2ncnn2-c2ccc(Br)nc2)c1 | 2
Cc1ccc(-n2c(SCc3ccc(C(F)(F)F)cc3)nc3c(c2=O)SCC3)cc1 | -9
CCOc1ccc2[nH]c(=O)c(CN(CCc3ccccc3)C(=O)c3cnccn3)cc2c1 | 7
CC(C)CCNC(=O)c1cn(C2CCCC2)c(=O)c2c1c1ccccc1n2C | -3
Cc1ccc2nc3c(cc(C(N)=S)c(=N)n3CCCOC(C)C)c(=O)n2c1 | -21
Cn1c(=O)c2c(ncn2CC(=O)NC(C)(C)C)n(C)c1=O | -3&-1
CCOC(=O)c1cnc2c(C)cc(Cl)cc2c1Nc1cc(Cl)ccc1OC | -4
COCCNC(=O)CSc1nc2ccccc2c(=O)n1-c1cccc(OC)c1 | -6
Remaining list, next part.
SMILES | 14-3-3g Raf
COc1ccc(Cl)cc1NC(=O)COc1cccc(-n2cnnn2)c1 | 1
CCC(C(=O)Nc1c2c(nn1C(C)(C)C)CSC2)c1ccccc1 (stereo unspecified) | 4
CCCCCOC(=O)Cc1c(O)c2ccccc2n(C)c1=O | -4
c1ccc(-c2noc(CN3CCN(Cc4ccc5c(c4)OCO5)CC3)n2)cc1 | -3
COc1cc(NC(=O)c2noc3c2CCCC3)cc(OC)c1OC | -6

Only part of the results is shown (hit frequency here may not be typical).
